Screens as filed in PubChem BioAssay.
All columns: NCI-60 one-dose screen, growth in % after 48 h at 10 µM unless noted; 100 = growth as untreated, 0 = no growth, -100 = all killed.
IGROV1 – IGROV1 ovarian cancer | hit rate 4.7% among 79,000
NCI/ADR-RES – NCI/ADR-RES ovarian cells | hit rate 4.4% among 81,000 | AID 1794790
COLO 205 – COLO 205 colon cancer; hit rate 7.3% among 79,000; AID 1794742
NCI-H460 – NCI-H460 lung cancer. hit rate 6.8% among 82,000
NCI-H322M – NCI-H322M lung cancer; hit rate 2.7% among 80,000
NCI-H522 – NCI-H522 lung cancer; hit rate 8% among 78,000; AID 1794739
NCI-H23 – NCI-H23 lung cancer | hit rate 4% among 80,000
NCI-H226 – NCI-H226 lung cancer; hit rate 3.5% among 79,000
KM12 – KM12 colon cancer cells; hit rate 5% among 82,000; AID 1794800
* hit, by the source's call; nt = not tested or not shown; & = joins results of further samples. Rule for the calls: active = growth percent below 10; inactive = the rest. Random draw from the library. About 12% of those tested had a hit in this group.

1	CCCCC(NC(=O)CCN1C(=O)/C(=C/C(C)=C/c2ccccc2)SC1=S)C(=O)O (stereo not drawn)
2	Cc1cc(N2CCN(CC(=O)Nc3ccc4c(ccn4C)c3)CC2)nc(Cl)n1
3	CCCCc1ccc(NC(=O)Nc2ccc3oc(=O)ccc3c2)cc1
4	CNC(=O)c1cccc(N2CCc3c2ccc(NC(=O)Nc2ccc(F)c(C(F)(F)F)c2)c3F)c1
5	O=c1[nH]c(NC2CCCC2)nc2sc3c(c12)CCCC3
6	CCCCn1c(=O)c(-c2cc(-c3ccc(Cl)cc3)nc(-c3ccc(Cl)cc3)c2)cc2cc(OC)ccc21

compound no.,1,2,3,4,5,6
IGROV1,108,99,96,78,93,106
NCI/ADR-RES,114,104,80,95,90,111
COLO 205,129,114,65,95,98,79
NCI-H460,110,108,102,94,103,101
NCI-H322M,105,93,95,114,94,96
NCI-H522,92,89,85,76,81,92
NCI-H23,114,97,91,97,84,108
NCI-H226,117,106,96,84,97,81
KM12,112,105,92,31,88,98

7	O=CN1N=C(c2ccccc2)CC1c1cn(Cc2ccc(Cl)cc2)c2ccccc12 (stereo not drawn)
8	CCCCCCCCCCCCSCCCC(=O)O
9	CCCCCCCCCCCCCC(=O)N1CCOCC1
10	COc1cc(OC)c(C(=O)/C=C/c2ccc(C#N)cc2)c(OC)c1
11	O=[N+]([O-])c1cc(F)c(F)cc1F
12	Cc1cc(NS(=O)(=O)c2ccc(NCc3coc4ccccc4c3=O)cc2)no1

compound no.,7,8,9,10,11,12
IGROV1,65,99,101,14,113,109
NCI/ADR-RES,71,93,90,24,116,101
COLO 205,82,110,107,10.0*,118,125
NCI-H460,71,111,107,-3.3*,108,102
NCI-H322M,77,112,104,17,106,104
NCI-H522,65,80,85,-5.3*,86,84
NCI-H23,63,93,93,20,109,106
NCI-H226,60,104,92,29,98,94
KM12,72,102,97,7.7*,113,108

13	O=C(O)C(c1ccccc1)C(O)(CCl)c1ccccc1 (stereo not drawn)
14	OC1CCC2CCCCC2C1 (stereo not drawn)
15	Cc1ccc(C(Cc2ccccc2)NC(C)CO)cc1 (stereo not drawn)
16	Cn1ccnc1C(=O)/C=C/c1ccc(C(=O)Nc2ccc(S(F)(F)(F)(F)F)cc2)cc1
17	CCOC(=O)c1ccc(Nc2ncnc3c2cnn3-c2cccc(Br)c2)cc1
18	CCOC(=O)CC(C(C)=O)C(=O)Nc1ccccc1 (stereo not drawn)

compound no.,13,14,15,16,17,18
IGROV1,111,117,94,22,106,97
NCI/ADR-RES,114,105,97,5.5*,101,100
COLO 205,112,108,96,9.1*,114,113
NCI-H460,104,107,111,-4.1*,105,114
NCI-H322M,108,115,97,15,101,92
NCI-H522,nt,nt,68,43,96,74
NCI-H23,106,107,93,18,97,95
NCI-H226,95,109,87,44,100,94
KM12,111,105,102,17,100,111

19	CCOC(=O)C(CNc1ccccc1)C(=O)OCC
20	Cc1ccc(-n2cc3c(-c4cc5c(ccc6ccccc65)oc4=O)nnc(-c4cc5ccccc5o4)c3n2)cc1
21	O=[N+]([O-])c1nccn1CCCCCCN1CCOCC1
22	N#CCCN1C(=O)CCC1C(=O)O (stereo not drawn)
23	C=CCc1c(C)ccc(C)c1O
24	O=c1oc2ccccc2cc1-c1cnc2ccc(Cl)cc2n1

compound no.,19,20,21,22,23,24
IGROV1,101,52,122,107,92,94
NCI/ADR-RES,103,66,113,119,111,92
COLO 205,106,101,112,115,106,110
NCI-H460,103,80,106,107,114,110
NCI-H322M,105,77,114,112,89,89
NCI-H522,nt,24,110,85,91,nt
NCI-H23,100,76,107,109,106,87
NCI-H226,95,83,nt,113,118,95
KM12,106,65,119,103,110,95

25	C=C(C)[C@@H]1CC[C@]2(C)[C@H](CC=C3[C@@H]4C[C@](C)(C(=O)N5CCN(C)CC5)CC[C@]4(C)CC[C@]32C)[C@@]1(C)CCC#N
26	Cc1cc(C)n(C(N)=O)n1
27	O=c1c2ccccc2nc(N/N=C/c2ccc(Oc3ccc(Cl)cc3)cc2)n1-c1ccccc1
28	Cn1cc(CC(N)C(=O)O)c2ccccc21 (stereo not drawn)
29	CCOC(=O)c1cc(C(=O)c2cc(OC)cc(OC)c2)n2ccncc12
30	CCOC(=O)C1(C(=O)OCC)NC(=O)CC1C(C)C (stereo not drawn)

compound no.,25,26,27,28,29,30
IGROV1,76,100,97,86,86,nt
NCI/ADR-RES,76,107,97,92,92,nt
COLO 205,45,101,114,105,110,109
NCI-H460,28,106,101,98,98,115
NCI-H322M,85,99,99,80,nt,nt
NCI-H522,80,89,92,83,78,126
NCI-H23,72,102,97,89,88,nt
NCI-H226,70,104,87,92,81,93
KM12,54,102,107,105,90,105

31	Cc1ncc(C(=O)Nc2ccc(CN3CCN(C)CC3)c(C(F)(F)F)c2)cc1C#Cc1cnc(N)c2ccncc12
32	Cn1cc(-c2nn3cc(-c4cccs4)nc3s2)c2cc(Cl)ccc21
33	O=C1CS/C(=N\N=C(c2ccccc2)c2ccccc2)N1
34	Cc1cc(C2C(=O)NC(=O)C2=O)c(C)cc1Br (stereo not drawn)
35	O=C(O)CCC(=O)c1ccc2c(c1)CCCC2
36	COc1ccc(/C=C2\SC(=O)N(Cc3cc4ccccc4nc3Cl)C2=O)cc1

compound no.,31,32,33,34,35,36
IGROV1,-42*,63,108,128,109&100,104
NCI/ADR-RES,-25*,92,104,108,113&108,99
COLO 205,-84*,82,105,103,111&104,132
NCI-H460,-65*,95,103,109,110&103,127
NCI-H322M,-33*,65,109,106,122&88,102
NCI-H522,-79*,70,86,nt,99,96
NCI-H23,-65*,83,96,101,107&104,98
NCI-H226,-5.0*,87,94,101,107&93,93
KM12,-70*,90,101,106,103&101,111

37	COc1cc(CC(=O)OC(=O)Cc2cc(OC)c(OC)c(OC)c2)cc(OC)c1OC
38	Cc1cc(=O)n2nnc3cc(Cl)c(Cl)cc3n12
39	CC(C)OC(=S)SCC(=O)c1ccc([N+](=O)[O-])cc1
40	COc1ccc(C2=C/C(=C\c3ccccc3)C(=O)NN2C(=S)NN)cc1
41	Nc1nc(N)c2c(n1)NC(c1ccc(F)cc1)CC(c1ccc(Nc3nc(NCCO)nc(Nc4ccc(Cl)cc4)n3)cc1)=N2 (stereo not drawn)
42	Cc1ccc(-n2c(-c3ccccc3)c(-c3ccccc3)c3c4n(c(=S)nc32)CCN4)cc1

compound no.,37,38,39,40,41,42
IGROV1,108,nt,90,108,-26*,62
NCI/ADR-RES,108,101,84,100,64,102
COLO 205,106,-64*,107,107,28,90
NCI-H460,103,113,93,101,-55*,82
NCI-H322M,93,nt,80,101,29,94
NCI-H522,110,54,81,86,-18*,73
NCI-H23,103,96,94,89,nt,82
NCI-H226,103,112,99,78,22,70
KM12,108,109,99,98,-17*,69

Ordered by SMILES length (lowest first): some entries from above
28	Cn1cc(CC(N)C(=O)O)c2ccccc21 (stereo not drawn)
38	Cc1cc(=O)n2nnc3cc(Cl)c(Cl)cc3n12
30	CCOC(=O)C1(C(=O)OCC)NC(=O)CC1C(C)C (stereo not drawn)
39	CC(C)OC(=S)SCC(=O)c1ccc([N+](=O)[O-])cc1
32	Cn1cc(-c2nn3cc(-c4cccs4)nc3s2)c2cc(Cl)ccc21
29	CCOC(=O)c1cc(C(=O)c2cc(OC)cc(OC)c2)n2ccncc12
40	COc1ccc(C2=C/C(=C\c3ccccc3)C(=O)NN2C(=S)NN)cc1
36	COc1ccc(/C=C2\SC(=O)N(Cc3cc4ccccc4nc3Cl)C2=O)cc1

compound no.,28,38,30,39,32,29,40,36
IGROV1,86,nt,nt,90,63,86,108,104
NCI/ADR-RES,92,101,nt,84,92,92,100,99
COLO 205,105,-64*,109,107,82,110,107,132
NCI-H460,98,113,115,93,95,98,101,127
NCI-H322M,80,nt,nt,80,65,nt,101,102
NCI-H522,83,54,126,81,70,78,86,96
NCI-H23,89,96,nt,94,83,88,89,98
NCI-H226,92,112,93,99,87,81,78,93
KM12,105,109,105,99,90,90,98,111

37	COc1cc(CC(=O)OC(=O)Cc2cc(OC)c(OC)c(OC)c2)cc(OC)c1OC
27	O=c1c2ccccc2nc(N/N=C/c2ccc(Oc3ccc(Cl)cc3)cc2)n1-c1ccccc1
42	Cc1ccc(-n2c(-c3ccccc3)c(-c3ccccc3)c3c4n(c(=S)nc32)CCN4)cc1
31	Cc1ncc(C(=O)Nc2ccc(CN3CCN(C)CC3)c(C(F)(F)F)c2)cc1C#Cc1cnc(N)c2ccncc12
41	Nc1nc(N)c2c(n1)NC(c1ccc(F)cc1)CC(c1ccc(Nc3nc(NCCO)nc(Nc4ccc(Cl)cc4)n3)cc1)=N2 (stereo not drawn)

compound no.,37,27,42,31,41
IGROV1,108,97,62,-42*,-26*
NCI/ADR-RES,108,97,102,-25*,64
COLO 205,106,114,90,-84*,28
NCI-H460,103,101,82,-65*,-55*
NCI-H322M,93,99,94,-33*,29
NCI-H522,110,92,73,-79*,-18*
NCI-H23,103,97,82,-65*,nt
NCI-H226,103,87,70,-5.0*,22
KM12,108,107,69,-70*,-17*

New compounds follow:
43	CCCCC1(C2CCCC2)NC(=O)NC1=O (stereo not drawn)
44	COc1ccc(-c2cc(/C=C3\C(=O)Nc4ccccc43)[nH]n2)cc1OC
45	CCOC(=O)C(C#N)C1CC2CCC1C2 (stereo not drawn)
46	NC(=O)OCCn1cc(-c2nc(-c3c[nH]c4ncccc34)cs2)c2ccccc21
47	Nc1nc(Cl)cc(=O)n1Cc1ccccc1
48	CC(C)(N)CCl

compound no.,43,44,45,46,47,48
IGROV1,93,84,113,41,115,117
NCI/ADR-RES,104,106,106,38,92,111
COLO 205,100,94,107,4.3*,114,105
NCI-H460,99,101,108,18,105,105
NCI-H322M,103,83,102,66,90,103
NCI-H522,114,81,86,5.5*,87,105
NCI-H23,97,99,100,63,88,107
NCI-H226,102,101,95,53,88,91
KM12,103,19,98,23,101,107

49	O=S(=O)(c1cccc(F)c1)N1CCN(c2nccc(-c3c(-c4cccc(F)c4)nc4sccn34)n2)CC1
50	CC(C)CNCCCCC(=O)Nc1ccc(C(=O)OCC(C)C)cc1
51	O=CN1N=C(c2ccc(Nc3nc(NCCO)nc(NCCO)n3)cc2)CC1c1ccc(C(F)(F)F)cc1 (stereo not drawn)
52	COc1cc(-c2nc(NC(C)=O)sc2-c2ccnc(NCCN3CCN(C)S3(=O)=O)n2)ccc1Cl
53	C=CCSc1nnc(-c2ccc3nc(-c4ccccc4)[nH]c3c2)o1
54	Cc1ccccc1N1C(c2ccccc2)=NNC12C=CC(=O)c1c(O)cccc12 (stereo not drawn)
55	COc1ccc(C(=O)CSc2nc(-c3ccc(OC)cc3)c(C#N)c(=O)[nH]2)cc1
56	COc1ccc(OCC(O)CN2CCN(c3ccccc3Cl)CC2)cc1 (stereo not drawn)
57	Cc1ccc(S(=O)(=O)Oc2ccc(-c3cn4ccsc4n3)cc2)cc1

compound no.,49,50,51,52,53,54,55,56,57
IGROV1,73,100,97,100,117,93,94,68,104
NCI/ADR-RES,70,102,102,105,87,73,87,86,98
COLO 205,80,102,95,53,123,96,102,144,124
NCI-H460,89,108,103,87,103,90,93,99,104
NCI-H322M,89,114,105,100,110,99,90,95,107
NCI-H522,74,108,80,60,91,55,87,92,89
NCI-H23,76,105,94,108,103,31,97,92,99
NCI-H226,85,101,104,105,93,88,80,92,95
KM12,92,122,98,85,98,78,92,100,96
